# hERG WT inh: qHTS for Inhibitors of KCHN2 3.1: Wildtype qHTS | Voltage-gated inwardly rectifying potassium channel KCNH2 (Homo sapiens), Q12809 | U2OS, BacMam KCNH2, thallium flux FluxOr; hits give low values | activity change, % at 1.84 µM | 340,000 tested, 0.37% active | AID 720551, 2013;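 active means maximum activity change below -70%; inconclusive means maximum activity change between -70% and -50%; inactive means maximum activity change above -50%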; further: on the % scale 0 is the no-effect control and ±100 the full control effect
#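 U2OS cells were transduced with wild-type KCNH2 virus (2.03 x 10^8 / mL) for 4 h at room temperature, then cultured overnight at 37 C. Thallium flux was read with FluxOr dye. Rate constants were normalized to DMSO controls.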
# CXXC DNA block: qHTS Fluorescence Polarization Assay for Inhibitors of MLL CXXC domain - DNA interaction | Histone-lysine N-methyltransferase 2A (Homo sapiens), Q03164 | 290,000 tested, 0.037% active | Potency, µM (doses to about 115 µM), for the others: at the top dose activity change, negative = inhibition, most hits filed as inhibitors | MLL-CXXC / FITC-HOXA9 DNA fluorescence polarization; active means well fitted inhibition curve with a large enough effect in the polarisation, with a control signal flat, not every such curve was filed as active; inconclusive means small, poorly fitted or top-dose-only effect, or effect the other way, or a change in a side signal; inactive means no such curve, though single readings can be large or run the other way; the % refers to the polarisation; further: potency means the concentration at half of the fitted maximal effect
#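 Purified MLL-CXXC (added from a 7 uM solution) was preincubated 5 min at ambient with pinned compounds in 50 mM Tris-HCl pH 7.5, 50 mM NaCl, 1 mM DTT, 0.05% BSA. Fluorescein-labeled HOX-A9 DNA (50 nM solution) followed, 30 min, then polarization read.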
# KCNH2 3.1 inh: qHTS for Inhibitors of KCHN2 3.1: Mutant qHTS. Potassium voltage-gated channel subfamily H member 2, brain isoform KCNH2 3.1 (human). U2OS KCNH2 3.1, thallium flux FluxOr; hits give low values. activity change, % (tested at about 1.8 µM). 340,000 tested, 0.95% active;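 active means maximum activity change below -70%; inconclusive means maximum activity change from -70% to -50%; inactive means maximum activity change above -50%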;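 further: thallium influx rate constant from kinetic fluorescence after stimulation buffer; on the % scale 0 is the no-effect control and ±100 the full control effect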
#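 Steps: virus added to U2OS suspension (4 h, RT, dark); medium with 10% FBS added, cells plated, 37 C overnight; FluxOr/Red40 loading buffer 45 min RT; stimulation buffer, 2 min kinetic read; rate constant normalized.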
# Giardia kill: Small Molecules that selectively kill Giardia lamblia: qHTS | Giardia lamblia trophozoite viability | 340,000 tested, 0.15% active | AID 540267, 2011 | activity change, % at 7.66 µM, hits read low; in the data active means activity change below about -80%; inconclusive means between about -30% and that limit;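 further: parasites exposed to compound for two days anaerobically before the ATP read; on the % scale 0 is the no-effect control and ±100 the full control effect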
#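 Luminescence from cellular ATP indicates surviving trophozoites (100 cells/well) following 48 hrs anaerobic compound treatment at 37 deg C; signal develops 15-30 min at room temperature.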
# PKM2 activator: qHTS Assay for Activators of Human Muscle isoform 2 Pyruvate Kinase; Pyruvate kinase PKM (Homo sapiens), P14618; AID 1631, 2009; Potency, µM (series often up to 57.5 µM), without a hit: at the highest dose activation, actives largely listed as activators; purified PKM2, Kinase-Glo ATP luminescence, activation; response scale: 0% is enzyme alone, no compound; 260,000 tested, 0.34% active; further: potency means the concentration at half of the fitted maximal effect; on the % scale 0 is the no-effect control and ±100 the full control effect; nearly all actives have a fitted effect of over 55% in size
#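 ATP formation by purified human PK-M2, quantified via coupled luciferase luminescence after 1 h at room temperature with 0.1 mM ADP and 0.5 mM PEP final.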
# USP2a inh: qHTS Assay for Inhibitors of Ubiquitin-specific Protease USP2a Using CHOP2 as the Reporter; USP2 core, Ub-CHOP2 coupled fluorogenic reporter, 485/531; 330,000 tested, 0.01% active; Potency, µM (series often up to 38.3 µM), for the others: at the top dose activity change, negative = inhibition, actives largely listed as inhibitors; Ubiquitin carboxyl-terminal hydrolase 2 (Homo sapiens), O75604; AID 463254, 2010;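 further: potency means the concentration at half of the fitted maximal effect; plate controls were DMSO wells for no effect and full inhibition by NEM control for full effect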
#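 USP2 core (10nM final) preincubated 30min RT with compound in 20mM Tris-HCl pH 8.0, 2mM CaCl2, 2mM beta-mercaptoethanol, 0.05% CHAPS; 25nM Ub-CHOP2 plus 25nM reporter substrate added, fluorescence (Ex485/Em531) read after 60min.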
# Menin MLL FP TR: qHTS Assay for Inhibitors Targeting the Menin-MLL Interaction in MLL Related Leukemias: Competition With Texas Red Labeled MLL-derived Mutant Peptide | O00255 | Menin + Texas Red MLL mutant peptide, fluorescence polarization | Potency, µM (series often up to 61.6 µM), for the others: at the top dose FP activity change, negative = inhibition, hits mostly inhibitors | 270,000 tested, 0.23% active; active means well fitted inhibition curve with a large enough effect in the polarisation, with a control signal flat, not every such curve was filed as active; inconclusive means small, poorly fitted or top-dose-only effect, or effect the other way, or a change in a side signal; inactive means no such curve, though single readings can be large or run the other way; the % refers to the polarisation; further: potency means the concentration at half of the fitted maximal effect; % of control where 0% means no effect; many of its hits are not listed in these tables
# GALK inhibitor: qHTS Assay for Inhibitors of Human Galactokinase (GALK) | 270,000 tested, 0.007% active | Purified GALK, Kinase-Glo residual ATP luminescence | P51570 | Potency, µM (highest dose often 57.5 µM), for inactives: at the highest dose activity change, negative = inhibition, actives largely listed as inhibitors | AID 1868, 2009; further: potency means the concentration at half of the fitted maximal effect; on the % scale 0 is the no-effect control and ±100 the full control effect
#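 Galactose (100 uM) and ATP (35 uM) were turned over by 5 nM GALK for 1 h at RT. Kinase-Glo Plus then converted the remaining ATP into a luminescent signal.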
# B2AR arrestin: qHTS assay of beta-arrestin-biased ligands of beta2-adrenergic receptor. beta-arrestin recruitment to beta2AR, cell-based reporter. Potency, µM (top dose mostly 46.1 µM), inactives show at the top dose activation, usual class: activators. 330,000 tested, 0.02% active. AID 492947, 2010;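 further: potency means the concentration at half of the fitted maximal effect; 0% = DMSO controls and full agonism = EC100 isoproterenol or metaproterenol; nearly all actives have a fitted effect of over 65% in size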
# Coupling enz: qHTS Assay for Inhibitors of Fructose-1,6-bisphosphate Aldolase from Giardia Lamblia: Coupling assay counterscreen; AID 2472, 2010; activity change, negative = inhibition, % at 58.2 µM, hits read low; 290,000 tested, 0.67% active; coupling enzyme system counterscreen, AmpLite Red fluorescence; in the data active means activity change below about -30%; further: on the % scale 0 is the no-effect control and ±100 the full control effect
#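 Compounds tested against the coupling enzymes alone at 57.5 uM final; readout was AmpLite Red fluorescence (525/598 nm) after 20 min at RT.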
# TRPV1 ag: HTS Assay for Compounds that Act as Agonists of the Vanilloid Receptor 1. Transient receptor potential cation channel subfamily V member 1 (Homo sapiens), Q8NER1. TRPV1-expressing cells, Fluo-8 calcium influx, agonist mode. activation, % at 8.33 µM. 320,000 tested, 0.19% active. AID 540275, 2011; in the data active means activation above about 80%; inconclusive means between about 30% and that limit; further: 0% is about no effect
#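 Cells expressing TRPV1 were dye-loaded with Fluo-8 and read kinetically: 10 s baseline, 3 min after compound (agonist portion), then 2 min after EC20 capsaicin (allosteric enhancer portion). Calcium-bound dye fluorescence at 480/520 nm.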
# Starred values were filed as active, the others as inactive; ? = inconclusive; . = no result given; & = joins results of further samples; ! = a repeat was not active; [ ] = another dose, or the depositor's remark. Unless noted, the call rests on the fitted dose curve; in most records, active means well fitted curve in the direction sought with a large enough effect; inconclusive means small, poorly fitted or top-dose-only effect, or another doubt; inactive means no such curve, though single readings can be large; an effect the other way counts as inactive or inconclusive. An excerpt (hit frequency here may not be typical).
# Value order: hERG WT inh	CXXC DNA block	KCNH2 3.1 inh	Giardia kill	PKM2 activator	USP2a inh	Menin MLL FP TR	GALK inhibitor	B2AR arrestin	Coupling enz	TRPV1 ag
> CCOC(=O)c1cnc2c(cnn2C)c1NCCCn1ccnc1
    4	-11%	7	-1	5%	6%	0%	-2%	0.1%	-1	-5
> CC(C)(C)c1ccc(OCC(=O)N2CCN(c3ccccn3)CC2)cc1
    20	.	-12	14	.	-1%	.	.	0.0%	.	1
> CCc1cc2c(NC(C(=O)O)C(C)C)ncnc2s1 (stereo not given)
    3	4%	0	7	5%	-1%	7%	4%	0.1%	3	3
> CC(C)n1cnc2c(N(C)c3cccc(Cl)c3)nc(N(CCO)CCO)nc21
    18	-3%	20	?	-1%	-13%	.	-2%	0.0%	4	?
> COc1cc2c(cc1NC(=O)/C=C/c1ccccc1)oc1ccccc12
    0	-4%	-37	-7	-39%	3%	?	0%	-0.2%	-1	1
> COC(=O)CNC(c1ccccc1)c1cc(C)ccc1NC(=O)CNC(=O)OCc1ccccc1 (stereo not given)
    -6	-3%	-10	-10	-1%	3%	-6%	-1%	0.1%	5	?
> COc1cccc(-c2nc(CS(=O)(=O)CC(=O)Nc3ccccc3Br)c(C)o2)c1
    -8	6%	14	4	.	2%	1%	-3%	0.1%	0	20
> CCN(CC)CCCCN1c2ccccc2Sc2ccccc21
    9	7%	-73*	15	.	-9%	-18%	.	-0.9%	1	0
> CCC(=NNC(=O)c1cccc(S(=O)(=O)N2CCOCC2)c1)c1ccccc1
    4	.	0	-11	.	-4%	.	.	-0.4%	.	.
> CC(Sc1nnnn1-c1ccccc1)C(=O)Nc1ccccc1-c1ccccc1 (stereo not given)
    21	0%	-4	12	0%	-3%	-13%	-1%	-4.7%	0	19
> O=[N+]([O-])c1ccccc1S(=O)(=O)N1CCN(CC2CC3C=CC2C3)CC1 (stereo not given)
    -29	7%	12	-17	3%	2%	0%	10%	0.2%	5	-1
> CCCCn1c(N)c(N(CC(C)C)C(=O)CC2CCCCC2)c(=O)[nH]c1=O
    0	.	6	-4	.	0%	.	.	-0.3%	.	-3
> N#CCCn1cc(/C=N/NC(=O)c2ccncc2)c(-c2ccc(F)cc2)n1
    7	21%	17	-5	-3%	5%	4%	0%	-0.3%	3	4
> O=C(N/N=C/c1ccc(-c2cccc(C(F)(F)F)c2)o1)c1ccccc1O
    -19	2%	0	-7	-7%	2%	?	5%	4.0%	-1	8
> Cc1ccc(NC(=O)c2sccc2C)nc1
    -17	3%	-2	-2	-57%	-5%	.	9%	0.1%	.	4
> O=C(Nc1cccc(-c2nnc(-c3ccco3)o2)c1)C(c1ccccc1)c1ccccc1
    4	2%	-2	-2	6%	3%	?	4%	-0.1%	1	0
> COc1ccc(/C=C/C(=O)OCC(=O)N2CCCCCC2)c(OC)c1
    -24	.	-14	2	.	0%	.	.	0.0%	.	-1
> Cc1cccc(C)c1NC(=S)N(CCN1CCCCCC1)Cc1ccco1
    14	-2%	-7	22	12%	-3%	-7%	-3%	0.2%	0	-3
> Cn1nc(C(=O)NCCc2ccc(Cl)cc2)c2c1-c1ccccc1S(=O)(=O)C2
    3	18%	-15	3	-4%[0.46 µM]	1%	49%[activator]	4%	0.1%	1	-1
> CC(C)N1CCN(CC#Cc2ccccc2)CC1CCO (stereo not given)
    .	-2%	7	-7	-8%	4%	-13%	6%	-0.3%	-1	-1
> CN(C)c1nc(=S)nc(NCc2ccccc2)[nH]1
    -11	-2%	4	-14	29%	-2%	-19%	-3%	-0.9%	1	-8
> CNC(=O)c1[nH]cnc1C(=O)NCC(=O)OC(C)(C)C
    -3	-5%	14	-1	-5%	-1%	13%	.	0.0%	1	1
> CC(=O)NCCCOc1ccc([N+](=O)[O-])cc1Cl
    8	-1%	0	-5	5%	3%	7%	4%	-0.3%	-2	?
> CCOC(=O)c1sc2nc(SCC#N)n(CC3CCCO3)c(=O)c2c1C (stereo not given)
    6	23%	-7	31[activator]	-2%	0%	-23%	-1%	-0.2%	1	4
> CCN(CC)c1ccc(/C=N/N2CCN(Cc3ccc(C)cc3)CC2)c(O)c1
    8	6%	-35	-5	?	3%	8%	4%	-1.0%	0	3
> COc1cc(-c2nc(-c3ccccc3)c(-c3cc([N+](=O)[O-])ccc3C)[nH]2)cc(OC)c1OC
    4	3%	-2	-13	-4%	-11%	12%	0%	13%	-5	2
> O=C(NCCN1CCOCC1)c1cc(-c2cccs2)on1
    -11	-9%	-172*	9	-7%	1%	6%	2%	6.6%	3	0
> COC(=O)c1cccc(NC(=O)Nc2ccccc2OC)c1
    -10	7%	-1	-16	-28%	-1%	?	1%	-0.7%	-5	?
> COC(=O)CSc1ccsc1C(=O)O
    -3	?	.	7	1%	0%	6%	9%	0.0%	2	-1
> COc1ccccc1-n1ccnc(SCC(=O)NCc2ccccc2)c1=O
    9	.	-14	1	.	2%	.	.	-0.6%	.	-4
> CN(C)CCc1cc2c(c3c1ccc1ccccc13)OCO2
    11	?	-12	-7	0%	1%	?	-6%	-0.3%	-36*!	3
> CCc1ccccc1NS(=O)(=O)c1ccc2[nH]cc(C(=O)NCC3CCCO3)c(=O)c2c1 (stereo not given)
    1	3%	-1	-9	6%	2%	-11%	-1%	-0.4%	3	2
> NC(=O)c1ccc(CN2CCc3ccccc3C2)cc1
    3	5%	8	-4	-1%[11.5 µM]	-1%	?	-5%	-0.4%	0	5
> OCCO
    -3	.	-5	14	.	0%	.	.	-0.6%	.	.
> O=[N+]([O-])c1ccc(S(=O)(=O)Nc2ccc(-c3csc(-c4ccccc4)n3)cc2)cc1
    .	-2%	.	.	-2%	-16%	?	-1%	-0.8%	-1	-2
> CCOC(=O)c1[nH]c2cc(OC)c(OC)cc2c1NC(=O)CN1CCN(c2ccc(OC)cc2)C(C)C1 (stereo not given)
    .	-4%	.	.	3%	-10%	?	-1%	0.1%	-7	-2
> Cc1nc(Nc2cccc(O)c2)c2c3c(sc2n1)CCC3
    12	-2%	13	-17	-1%	-10%	.	-2%	-0.1%	0	12
> Cc1ccc(NC(=O)/C=N/OCC(=O)NCc2ccccc2Cl)cc1
    -7	-16%	-12	20	2%	1%	.	4%	-0.2%	0	1
> CCCSc1nnc(CSc2ncccn2)n1C
    -1	-1%	-8	-7	-6%	2%	-11%	0%	-0.2%	-2	0
> COc1ccc(N2CC(C(=O)NCCCN3CCOCC3)CC2=O)cc1 (stereo not given)
    -9	8%	1	3	-2%	3%	20%	-5%	-0.3%	3	-1
> COc1ccc(Br)cc1CNC(=O)C1CCN(S(=O)(=O)N2CCC(C)CC2)CC1
    12	15%	1	-5	-4%	-9%	-2%	.	3.3%	2	-2
> O=C(CCCCCN1C(=O)c2ccccc2C1=O)NCc1ccco1
    -3	7%	1	7	-2%	3%	7%	2%	-0.3%	0	-1
> Cc1cc(Cl)cc2c1NC(=O)[C@]21[C@@H]2C(=O)N(Cc3ccccc3)C(=O)[C@@H]2[C@@H]2CCCN21
    3	-6%&8%	-11	5	11%&6%	3%&2%	25%&10%	0%&4%	-0.1%&3.3%	1&0	3&12
> COc1ccc(N(CC(=O)N2CC=C(c3ccccc3)CC2)S(=O)(=O)c2c(C)noc2C)cc1
    1	-7%	1	3	6%	4%	-10%[11.7 µM]	0%	-0.3%	0	.
> CCCCOc1ccc(N2C(=O)CC(N(CCc3ccccc3)C(=O)/C=C/C(=O)O)C2=O)cc1 (stereo not given)
    12	10%	5	-2	-8%	-2%	1%	.	-1.1%	9	2
> CN(Cc1cc(=O)n2ccsc2n1)C1CCCCC1
    13	10%	8	-17	-1%	3%	2%	-4%	0.1%	1	-2
> CCOc1ccc(CCNC(=O)/C=C/c2ccco2)cc1OCC
    ?	9%	15	-6	.	2%	.	-6%	0.3%	.	1
